# Screening results (PubChem)
# BLM helicase inh: inhibitors of human Bloom syndrome helicase BLM | recombinant BLM DNA unwinding, fluorescence dequenching | hit rate 0.2% among 350,000 | Potency, µM (titrated, usually from 56.1 µM), for the others: at the highest dose activity change, negative = inhibition, most hits filed as inhibitors | P54132;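 also: plate controls were vehicle for no effect and no enzyme for full effect; nearly all actives have a fitted effect of over 35% in size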
# Anesthetic bind: candidate novel general anesthetic via apoferritin binding | hit rate 0.074% among 350,000 | apoferritin/1-aminoanthracene competitive binding, fluorescence | Potency, µM (top dose mostly 77.5 µM), for the others: at the top dose activity change, negative = displacement, actives largely listed as inhibitors; also: % is scaled to controls: 0 for no effect and ±100 for the full control effect; nearly all actives have a fitted effect of over 20% in size
# Target sequence (P02791 2-175 limits assumed): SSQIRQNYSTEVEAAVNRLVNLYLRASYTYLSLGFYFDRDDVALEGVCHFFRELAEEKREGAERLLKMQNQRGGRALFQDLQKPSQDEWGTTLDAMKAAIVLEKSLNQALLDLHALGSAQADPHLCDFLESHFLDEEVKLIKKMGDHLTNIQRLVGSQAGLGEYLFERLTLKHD
#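 In PBS, apoferritin at 10 uM is loaded with 1-AMA from a 50% saturated solution. After 10 min of compound exposure at ambient temperature, reduced 535 nm fluorescence indicates probe displacement.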
# APEX1 inh: inhibitors of human APE1 endonuclease. recombinant APE1, TAMRA/BHQ-2 abasic DNA cleavage fluorescence. Potency, µM (highest dose often 65.8 µM), inactives show at the highest dose activity change, negative = inhibition, actives largely listed as inhibitors. hit rate 0.35% among 350,000;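 also: plate controls were vehicle for no effect and reference inhibitor for full effect; nearly all actives have a fitted effect of over 55% in size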
#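 Step 1: APE1 (0.75 nM) with compound, 15 min RT. Step 2: add 50 nM fluorophore/quencher THF duplex. Step 3: three fluorescence reads 60 s apart (525/598 nm); read 3 minus read 1 = reaction progress.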
# G9a inh: blocks human histone lysine methyltransferase G9a | Q96KQ7 | AID 504332 | Potency, µM (titrated, usually from 102 µM), for inactives: at the top dose activity, negative = inhibition, hits mostly inhibitors | G9a H3K9 monomethylation, AlphaScreen, 2 h | hit rate 8.8% among 350,000; also: % is scaled to controls: 0 for no effect and ±100 for the full control effect; nearly all actives have a fitted effect of over 75% in size
#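 AlphaScreen detection with an anti-monomethyl H3K9 antibody quantified product after a 2 h room-temperature reaction containing 500 nM biotinylated H3K9 peptide, 20 µM SAM and 20 nM enzyme, which had been preincubated 15 min with compound.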
# Pol iota inh: DNA polymerase iota (human) inhibition; Pol iota fluorescent replication assay, 10 min; hit rate 1% among 390,000; Potency, µM (highest dose often 115 µM), inactives show at the top dose activity, negative = inhibition, hits mostly inhibitors; AID 588590; Q9UNA4
#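 Pol iota at 10 nM preincubated 15 min with compounds at room temperature; reaction started with fluorescent substrate, 50 nM final. Fluorescence read kinetically at 0 and 10 min; buffer-only wells as negative control.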
# BAZ2B inh: inhibitors of human BAZ2B bromodomain | AlphaScreen BAZ2B-H3K14Ac peptide displacement | Potency, µM (doses to about 114 µM), without a hit: top-dose activity change, negative = inhibition, actives largely listed as inhibitors | hit rate 4.4% among 360,000 | AID 504333; also: % is scaled to controls: 0 for no effect and ±100 for the full control effect; nearly all actives have a fitted effect of over 60% in size
#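 AlphaScreen displacement: compounds (up to 110uM) incubated 30 min at room temperature with a preformed 50 nM BAZ2B/50 nM biotinylated H3K14Ac peptide complex in PBS pH 7.4 with Tween-20. Donor and acceptor beads at 10 ug/mL final added, 20 min light-protected before reading.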
# POLH inh: inhibitors of human DNA polymerase eta; recombinant Pol eta, fluorescent DNA replication assay; Potency, µM (doses to about 114 µM), for the others: top-dose activity change, negative = inhibition, usual class: inhibitors; hit rate 1.2% among 390,000; AID 588591; also: % is scaled to controls: 0 for no effect and ±100 for the full control effect
#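 Pol eta at 10 nM preincubated with compounds 15 min at room temperature; reaction started with fluorescent substrate (50 nM final) and read kinetically at 0 and 10 min.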
# POLB inh: inhibitors of human DNA polymerase beta; Pol beta primer extension/strand displacement, fluorescence kinetic; Potency, µM (highest dose often 114 µM), for inactives: top-dose activity change, negative = inhibition, actives largely listed as inhibitors; hit rate 1.3% among 340,000; also: % is scaled to controls: 0 for no effect and ±100 for the full control effect
#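 Pol beta (10 nM) was preincubated with compound for 15 min at room temperature. The reaction was then started with 50 nM substrate and read immediately and after a further 10 min at room temperature.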
# POLK inh: DNA polymerase kappa (human) inhibition; purified Pol kappa, fluorescent DNA synthesis assay, 10 min; Q9UBT6; Potency, µM (series often up to 107 µM), inactives show at the highest dose activity, negative = inhibition, usual class: inhibitors; hit rate 0.53% among 400,000; also: % is scaled to controls: 0 for no effect and ±100 for the full control effect
# Target sequence (Q9UBT6 whole entry, looked up): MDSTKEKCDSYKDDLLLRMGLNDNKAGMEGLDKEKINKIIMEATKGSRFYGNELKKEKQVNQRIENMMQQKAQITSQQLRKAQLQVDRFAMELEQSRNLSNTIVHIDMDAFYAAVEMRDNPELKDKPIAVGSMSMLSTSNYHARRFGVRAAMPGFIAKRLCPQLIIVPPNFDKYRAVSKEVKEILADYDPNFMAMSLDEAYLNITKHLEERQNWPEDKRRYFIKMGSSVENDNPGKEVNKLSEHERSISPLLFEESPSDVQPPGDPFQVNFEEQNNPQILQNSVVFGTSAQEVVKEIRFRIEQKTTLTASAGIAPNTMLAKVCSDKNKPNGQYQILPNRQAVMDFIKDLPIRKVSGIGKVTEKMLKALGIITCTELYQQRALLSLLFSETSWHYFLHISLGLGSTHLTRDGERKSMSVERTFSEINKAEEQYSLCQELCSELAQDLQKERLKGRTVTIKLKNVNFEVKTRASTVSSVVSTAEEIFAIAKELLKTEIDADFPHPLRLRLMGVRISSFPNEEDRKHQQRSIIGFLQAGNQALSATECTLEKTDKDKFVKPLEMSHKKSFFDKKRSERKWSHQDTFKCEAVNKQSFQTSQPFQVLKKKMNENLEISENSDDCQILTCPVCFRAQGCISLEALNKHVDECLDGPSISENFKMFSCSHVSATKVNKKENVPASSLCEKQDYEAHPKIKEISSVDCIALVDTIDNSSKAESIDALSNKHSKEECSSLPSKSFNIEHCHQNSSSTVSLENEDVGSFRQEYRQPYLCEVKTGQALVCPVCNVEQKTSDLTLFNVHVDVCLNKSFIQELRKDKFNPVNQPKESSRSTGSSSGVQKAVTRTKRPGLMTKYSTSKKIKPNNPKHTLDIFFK
#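 Readout: fluorescence, taken kinetically at 0 and 10 min. Conditions: 10 nM Pol kappa, 15 min RT compound preincubation, 50 nM substrate final. Controls: enzyme-free buffer wells.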
# Active calls of the source: *; ? = inconclusive; nt = no result given; & = joins results of further samples; [ ] = another dose, or the depositor's remark. Calls follow the shape of the dose curve; as a rule, active = well fitted curve in the direction sought with a large enough effect; inconclusive = small, poorly fitted or top-dose-only effect, or another doubt; inactive = no such curve, though single readings can be large; an effect the other way counts as inactive or inconclusive. Potency is read from the fitted curve at half-maximal effect. Some of the compounds tested (hit frequency here may not be typical).
# Results follow in this order: BLM helicase inh, Anesthetic bind, APEX1 inh, G9a inh, Pol iota inh, BAZ2B inh, POLH inh, POLB inh, POLK inh
> COc1ccccc1N/C(N)=N/c1nc(CSc2ccc(C)cc2)cc(=O)[nH]1
    -5.2%, -10.2%, -1.5%, -0.4%, ?, -28.3%, ?, -0.6%, -7.1%
> COc1cc(OC)c(NS(=O)(=O)c2cc3[nH]c(=O)c(=O)[nH]c3cc2C)cc1Cl
    -0.5%, -9.7%, -0.3%, -9.4%[59 µM], 24.6%, -14.6%, -14.8%, -2.5%, 3.2%
> CC(C)CC(=O)Nc1nnn(C)n1
    -6.8%, -8.7%, 11.4%, ?, 25.4%, -2.0%, -14.1%, 8.3%, -0.2%
> CCOC(=O)c1sc2nc(C)nc(Nc3ccc(OC)c(OC)c3)c2c1C
    -2.3%, -2.7%, 17.4%, -10.3%[59 µM], 93.7%[activator], -19.4%, -11.8%, -4.5%, -1.0%
> Cn1nnc2cc(C(=O)NCCC3=CCCCC3)ccc21
    -5.1%, -23.9%, 19.7%, -1.3%[59 µM], 17.9%, -10.5%, 6.6%, -2.2%, -2.8%
> Cc1ccc(C(=O)Nc2nc(=O)n(C(=O)c3ccccc3Cl)s2)cc1
    -7.2%, -16.2%, 11.0%, ?, 7.4%, -7.7%, -4.7%, 37.0%, ?
> CC(C)CC(=O)N(c1ccc(F)cc1)C1C=CS(=O)(=O)C1 (configuration not stated)
    -1.0%, -8.8%, 7.8%, 2.6%[59 µM], -15.6%, -6.7%, 1.4%, 16.8%, -3.3%
> COc1ccc(NC(=O)CSc2ncc(-c3ccc(Cl)cc3)[nH]2)cc1OC
    -4.4%, -7.1%, nt, -60.7%[59 µM], 8.6%, ?, -12.7%, -12.6%, 0.0%
> CCc1cccc2c(C#N)cn(CC(=O)NCCOC)c12
    -0.8%, -6.0%, 5.6%, 6.6%, 7.7%, 4.4%, 11.7%, ?, -7.9%
> O=C(CN1C(=O)C2CC=CCC2C1=O)OCC(=O)c1ccc(Cl)c([N+](=O)[O-])c1 (configuration not stated)
    -1.2%, -18.4%, -2.5%, nt, 25.9%, -6.9%, -7.9%, 31.7%, -8.7%
> CN1CCN(c2nc(-c3ccccc3)ncc2S(=O)(=O)c2ccccc2)CC1
    -6.4%, -19.6%, -3.9%, ?, 94.1%[activator], -27.9%, -8.6%, 3.2%, -7.5%
> Cc1ccc(CSCC(=O)N2CCN(Cc3ccc4c(c3)OCO4)CC2)cc1
    0.4%, -11.9%, -4.5%, -49.2%[59 µM], -8.8%, -33.0%, -6.1%, ?, 0.7%
> CCOc1ccc(CNC(=O)C2CCCN(S(=O)(=O)N3CC(C)CC(C)C3)C2)cc1OC (configuration not stated)
    0.8%, 0.9%, 52.4%, 14.5%, 48.4%[activator], -12.6%[57.1 µM], -17.2%, -6.4%, 1.3%
> Cc1oc(-c2ccc(Cl)cc2)nc1Cn1c(=O)cc(-c2ccccc2)c2c(C)nn(C)c21
    -9.5%, -5.4%, nt, -0.9%[59 µM], ?, -19.0%, -17.7%, 1.6%, 0.0%
> O=C(Cn1c(=O)nc(-c2ccccc2)c2cc(Cl)ccc21)NCCc1ccc(Cl)cc1
    -5.2%, -13.3%, nt, 3.1%[59 µM], 25.6%, -1.1%, -5.0%, 14.2%, 1.1%
> CCC(=O)Nc1ccccc1Sc1ncnc2scc(-c3ccccc3)c12
    -1.0%, -5.3%, 15.3%, -31.6%[59 µM], 128.0%[activator], -31.6%, -21.2%, 13.1%, -4.8%
> CC(=O)NC1=NN(C(C)=O)C(c2cccs2)S1 (configuration not stated)
    2.0%, -3.4%, 3.0%, -8.6%[59 µM], 19.4%, -4.5%, -7.9%, 19.7%, -16.7%
> COc1cc(NC(=O)c2cc(-c3ccccc3O)no2)cc(OC)c1OC
    -3.7%, 56.1%[activator], nt, -10.7%[59 µM], ?, -5.1%, -15.0%, -17.2%, -40.3%
> Cc1nc2oc3c(NCc4ccccn4)ncnc3c2c2c1COC(C)(C)C2
    -8.8%, 2.0%, 16.0%, -0.9%[12.7 µM], 11.0%, ?, -0.6%, 1.5%, 3.3%
> CCN(CC)S(=O)(=O)c1ccc(N2CCCC2)c(NC(=O)Cc2c(F)cccc2Cl)c1
    -11.7%, -11.1%, 3.7%, nt, 63.0%[activator], ?, -10.0%, 15.1%, 17.2%
> Nc1ccc(C(=O)Nc2ccc3nc(-c4ccncc4)[nH]c3c2)cc1
    -3.8%, -8.5%, -4.5%, 11.6%, ?, -20.5%, 6.3%, -15.7%, -40.6%
> O=C(/C=C/c1ccc(N2CCCCC2)c([N+](=O)[O-])c1)c1ccc(S(=O)(=O)N2CCCC2)cc1
    -3.6%, 2.1%, 4.2%, 4.47µM*, 0.5%, ?, -17.4%, -2.6%, -11.0%
> CCOC(=O)N1CCN(C(=O)CN(C)S(=O)(=O)c2ccc(OC)c(OC)c2)CC1
    -0.7%, -10.7%, 22.0%, -27.1%, 16.3%, 3.9%, -13.7%, 9.7%, -15.8%
> COCC(C)n1c(SCc2nc(N)nc(Nc3ccccc3C)n2)nc2ccccc2c1=O (configuration not stated)
    0.2%, -10.3%, 1.9%, ?, ?, -4.8%, -9.1%, 13.9%, 2.8%
> N#CC1CC(c2ccccc2)Nc2cc(Cl)ccc2N1 (configuration not stated)
    -6.9%, -0.6%, -11.1%, -1.6%, 0.5%, -2.4%, -19.9%, 3.1%, 0.4%
> Cc1ccc(S(=O)(=O)N2CCOCC2)c2nsnc12
    -2.2%, -19.3%, 3.0%, -4.1%, 13.6%, 10.3%, 7.0%, 2.1%, 2.6%
> CC1CCCN(S(=O)(=O)c2ccc3[nH]c4c(c3c2)CCCC4)C1 (configuration not stated)
    -13.1%, -0.2%, -17.0%, nt, 3.0%, 25.1µM*, -13.9%, 8.3%, -13.2%
> O=C(COc1ccc2ccccc2c1Br)N1CCCCC1
    -2.3%, ?, 15.9%, ?, 8.3%, 4.7%, -11.2%, -24.6%, -14.5%
> O=C(Cc1n[nH]c(=O)c2ccccc12)N/N=C/c1cc2c(cc1Cl)OCO2
    -7.0%, 2.2%, 67.4%, 12.8%[59 µM], 26.1%, 4.9%, 5.3%, -1.3%, 2.6%
> Nc1ncc(S(=O)(=O)Nc2ccc(OC(F)(F)F)cc2)cn1
    -0.9%, 0.8%, nt, 1.5%[59 µM], 21.8%, -0.4%, 2.2%, -0.3%, -6.7%[60.1 µM]

# Of the compounds above, 2 contain a cyano group.
# Results follow in this order: BLM helicase inh, Anesthetic bind, APEX1 inh, G9a inh, Pol iota inh, BAZ2B inh, POLH inh, POLB inh, POLK inh
> CCc1cccc2c(C#N)cn(CC(=O)NCCOC)c12
    -0.8%, -6.0%, 5.6%, 6.6%, 7.7%, 4.4%, 11.7%, ?, -7.9%
> N#CC1CC(c2ccccc2)Nc2cc(Cl)ccc2N1 (configuration not stated)
    -6.9%, -0.6%, -11.1%, -1.6%, 0.5%, -2.4%, -19.9%, 3.1%, 0.4%

# Records above marked active in G9a inh:
# Results follow in this order: BLM helicase inh, Anesthetic bind, APEX1 inh, G9a inh, Pol iota inh, BAZ2B inh, POLH inh, POLB inh, POLK inh
> O=C(/C=C/c1ccc(N2CCCCC2)c([N+](=O)[O-])c1)c1ccc(S(=O)(=O)N2CCCC2)cc1
    -3.6%, 2.1%, 4.2%, 4.47µM*, 0.5%, ?, -17.4%, -2.6%, -11.0%

# (further entries)
# Results follow in this order: BLM helicase inh, Anesthetic bind, APEX1 inh, G9a inh, Pol iota inh, BAZ2B inh, POLH inh, POLB inh, POLK inh
> CSc1ccc2[nH]c(=O)cc(C)c2c1
    0.8%, -17.1%, -2.2%, -1.8%[59 µM], 7.0%, nt, -11.3%, 3.6%, -9.2%
> COc1cc(CNC2CCCCCC2)cc(OC)c1O
    -0.4%, -11.0%, -2.9%, 0.1%[59 µM], 27.5%, nt, -12.5%, 0.5%, -10.8%
> Cc1cc(=O)oc2cc(NC(=O)Cc3ccccc3)ccc12
    -2.1%, 0.8%, 22.3%, 0.5%, -16.4%, -25.2%, 3.3%, -13.1%, -26.2%
> Cc1ccc(OCc2nc3ccccc3[nH]2)cc1
    -0.9%, -9.2%, 4.0%, 11.8%[59 µM], 39.4%[activator], 5.8%, 10.1%, 15.5%, -3.2%
> CCCOc1ccc(C(CC(=O)O)NC(=O)c2cccs2)cc1 (configuration not stated)
    1.3%, -4.9%, 2.9%, -44.6%, 0.8%, -8.0%, -0.9%, 13.7%, -7.1%
> CN1CCN(c2ncc3nc(CCc4ccccc4)c(=O)n(CCC#N)c3n2)CC1
    2.2%, nt, 2.4%, -1.3%[12.7 µM], nt, nt, nt, nt, 0.5%[60.1 µM]
> O=C(OC(C(=O)Nc1cccc(C(F)(F)F)c1)c1ccccc1)C1CCCCC1 (configuration not stated)
    -3.6%, -11.1%, -8.1%, 20.8%[59 µM], 17.8%, 9.6%, -28.3%, 4.3%, -10.8%
> Cc1cc(C)cc(N2C(=O)C3NN=C(C(=O)OCc4ccccc4)C3C2=O)c1 (configuration not stated)
    -10.5%, ?, ?, -12.5%, 164.9%[activator], 17.1%, -14.4%, -0.7%, -8.8%
> CNC1(c2nnnn2-c2c(C)cccc2C)CCOC(C)(C)C1 (configuration not stated)
    1.1%, -1.2%, 3.6%, 8.4%, -7.3%, 1.0%, 19.6%, 2.2%, -7.3%
> CCN(CC)C(=O)CSc1nc2c(c(-c3cccnc3)c1C#N)CCCC2
    -0.8%, -17.7%, -2.4%, -6.1%, 5.3%, -17.6%, -4.4%, -2.3%, -2.2%
> O=C(OCC#CCSc1nnc(-c2cccc3ccccc23)o1)c1cc2ccccc2o1
    nt, nt, 29.9%&13.6%, 10.3%[12.7 µM], 18.3%, 2.6%, 2.5%, nt, 0.8%
> CCOc1ccc(N(CC)S(=O)(=O)c2ccc3c(c2)oc(=O)n3C)cc1
    -3.7%, -7.7%, -4.4%, 4.7%[59 µM], 1.0%, -5.3%, -7.9%, 4.9%, -18.1%
> CCC(NC(=O)c1cccc(Cn2nc(C)c([N+](=O)[O-])c2C)c1)c1ccc(C(C)C)cc1 (configuration not stated)
    -0.3%, -8.5%, 0.8%, 4.3%[59 µM], ?, 8.4%, -10.0%, 4.8%, -7.0%
